BCR signal inh = blocks chronic active B-cell receptor signaling; actives 0.05% (n = 340,000); Potency, µM (titrated, usually from 46.1 µM), without a hit: at the highest dose ratio change, negative = lower green/red ratio, most hits filed as inhibitors; ABC-DLBCL IkBa-CBG/CBR reporter, luminescence ratio, 4 h; active = well fitted inhibition curve with a large enough effect in the signal ratio, with a control signal flat, not every such curve was filed as active; inconclusive = small, poorly fitted or top-dose-only effect, or effect the other way, or a change in a side signal; the % refers to the signal ratio;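 note: potency is the fitted concentration of half-maximal effect; plate controls were basal doxycycline-induced cells for no effect and cells given 10 µM MG132 for full effect; MG132 reads +100%, hits lower the ratio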
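Compounds up to 46 uM were incubated four hours with TMD8 cells whose green CBG68 luciferase is fused to IkappaBalpha; red CBR luminescence normalised the signal, and concentration-effect curves were fitted to fusion, red and ratio data.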
S-ASM inh = human S-ASM enzyme inhibition. P17405. actives 0.006% (n = 340,000). Potency, µM (series often up to 57.5 µM), for the others: top-dose activity change, negative = inhibition, most hits filed as inhibitors. placental ASM, HMU-PC fluorogenic substrate, 60 min. AID 504937; note: potency is the fitted concentration of half-maximal effect
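Fluorescence read-out (Ex 386 nm, Em 447 nm) after stopping the reaction at pH 10. Enzyme: ASM from human placenta; substrate HMU-PC0, 9 uM final; 60 min, 37 °C. Compound preincubation 10 min, ambient temperature.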
Integrin act MD = activators of alpha7 integrin expression for muscular dystrophy; Potency, µM (series often up to 38.3 µM), without a hit: top-dose activation, hits mostly activators; actives 0.064% (n = 350,000); alpha7betagal myoblasts, beta-gal FDG fluorescence, 48 h;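 note: potency is the fitted concentration of half-maximal effect; 100% = response of the positive control SU9516; nearly all actives have a fitted effect of over 60% in size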
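Alpha7betagal+/- myoblasts (passage 13) were plated 16-24 hr, then exposed to compounds (1:260 dilution of DMSO stock) for 48 hours at 37C. After MPER lysis, β-galactosidase reporter activity was read as FDG fluorescence (ex 480/em 540) after 30 minutes.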
Tb PFK block = inhibitors of T. brucei phosphofructokinase. Potency, µM (series often up to 57.5 µM), for the others: at the top dose activity, negative = inhibition, actives largely listed as inhibitors. O15648. actives 0.17% (n = 330,000). T. brucei PFK, ADP-Glo luminescence;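 note: potency is the fitted concentration of half-maximal effect; 0% = uninhibited 1x PFK enzyme wells and -100% = no-enzyme wells; nearly all actives have a fitted effect of over 60% in size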
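Luminescent ADP detection (ADP-Glo, two-step: ATP depletion then ADP-to-ATP conversion for luciferase) reported PFK activity after 45 min room-temperature reaction of 1.25 nM enzyme with 0.5 mM F6P and 0.1 mM ATP at pH 8.0.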
Mito fusion act = blocks mitochondrial division or promotes mitochondrial fusion; S. cerevisiae fusion-defective mutant growth rescue, CellTiterGlo 48 h; Potency, µM (highest dose often 46.1 µM), inactives show top-dose growth rescue (activation), usual class: activators; actives 0.23% (n = 320,000); AID 485298;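 note: potency is the fitted concentration of half-maximal effect; % of control where 0% means no effect; nearly all actives have a fitted effect of over 45% in size; temperature-sensitive fusion mutants such as fzo1-1 at 37 °C on non-fermentable ethanol glycerol medium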
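Compounds are tested for their ability to restore growth of mitochondrial fusion-defective yeast strains at non-permissive 37C in YPEG medium over 48 hours. Viability is quantified by luciferase luminescence.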
A-T KAP1 phos = candidate therapy for ataxia-telangiectasia | […] A-T fibroblasts, KAP-1 phosphorylation AlphaLISA; neocarzinostatin DNA damage 30 min before lysis | Potency, µM (titrated, usually from 57.5 µM), for the others: at the top dose activation, actives largely listed as activators | actives 0.19% (n = 320,000); note: potency is the fitted concentration of half-maximal effect; % of control where 0% means no effect; nearly all actives have a fitted effect of over 45% in size
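hTERT-immortalized A-T patient fibroblasts ([…]), 500 cells/well in OPTI-MEM, 1% FBS, got compounds for 60 min, then NCS for 30 min at 37C. Lysates were then assayed for phospho-KAP-1 by AlphaLISA (anti-pKAP1 donor, anti-KAP1 acceptor beads), 6 hr at 25C.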
TCR activator = activates T cell receptor signaling; primary human leukocytes, anti-CD3, IL-2 HTRF, 48 h; Potency, µM (titrated, usually from 9.22 µM), without a hit: at the highest dose activation of IL-2 secretion, usual class: activators; 330,000 tested, under 10 active; AID 504894; note: % of control where 0% means no effect
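Human primary leukocytes + a-CD3 beads + cpd, 48 hr; IL-2 in supernatant by HTRF (ex 320nm / em 665nm). No co-stimulatory signal supplied.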
Eya2 phos inh = blocks the phosphatase activity of human Eya2; actives 0.006% (n = 330,000); AID 488837; O00167; Potency, µM (series often up to 76.9 µM), without a hit: at the top dose activity, negative = inhibition, usual class: inhibitors; recombinant Eya2, OMFP fluorescence dephosphorylation (OMFP is methylfluorescein phosphate); note: potency is the fitted concentration of half-maximal effect; % is set by controls: 0 for no effect and ±100 for the full control effect
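Eya2 protein (added as 0.2 uM solution) was preincubated with compound for 10 min at ambient temperature in 50 mM HEPES pH 7.5, 50 mM NaCl, 5 uM MgCl2, 0.05% BSA, 1 mM DTT. OMFP (added at 50 uM) then reacted 10 min; fluorescence read at 485/525 nm.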
ELG1 repair inh = ELG1-dependent DNA repair inhibition; HEK293T ELG1-luciferase reporter, luminescence, 16 h; DNA damage induced by 5-fluorouridine; Potency, µM (top dose mostly 46.1 µM), for inactives: top-dose activity change, negative = inhibition, usual class: inhibitors; actives 2.3% (n = 330,000); note: potency is the fitted concentration of half-maximal effect; % is set by controls: 0 for no effect and ±100 for the full control effect; nearly all actives have a fitted effect of over 55% in size
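HEK293T cells expressing luciferase-tagged ELG1 (2,000/well) received 5-Fluorouridine plus compound or DMSO for 16 hr at 37 °C. Luciferase was read by ONE-Glo luminescence after 30 min at room temperature.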
PTAP TSG101 blk = blocks PTAP/TSG101 interaction to inhibit HIV-1 budding | Q99816 | Fluorescence polarization, FITC-PTAP peptide / Tsg101 binding | Potency, µM (doses to about 115 µM), inactives show at the highest dose activity change, negative = inhibition, usual class: inhibitors | 340,000 tested, under 10 active | AID 493005; active = well fitted inhibition curve with a large enough effect in the main read-out, with a control signal flat, not every such curve was filed as active; inconclusive = small, poorly fitted or top-dose-only effect, or effect the other way, or a change in a side signal; inactive = no such curve, though single readings can be large or run the other way; note: potency is the fitted concentration of half-maximal effect; % of control where 0% means no effect
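FP read-out: FITC-PTAP peptide, 50 nM final, binding Tsg101 binding domain, 10 uM final; 20 min, r.t.; 10 mM HEPES pH 7.5, 0.15 M NaCl, 0.01% Tween 20, 3 mM EDTA, 0.1 mM TCEP.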
TSHR antag = human thyrotropin receptor antagonism | P16473 | TSHR-expressing cells, TSH-stimulated cAMP HTRF, 2 h; stronger effect = lower value | activity change, negative = inhibition, % at 11.5 µM | actives 0.2% (n = 330,000) | AID 504810;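 active = activity change below a set negative limit, meaning inhibition stronger than a set level, cut at about -70% in these data; inconclusive = activity change between two set negative limits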; note: % is set by controls: 0 for no effect and ±100 for the full control effect
Target sequence (P16473 whole entry, looked up): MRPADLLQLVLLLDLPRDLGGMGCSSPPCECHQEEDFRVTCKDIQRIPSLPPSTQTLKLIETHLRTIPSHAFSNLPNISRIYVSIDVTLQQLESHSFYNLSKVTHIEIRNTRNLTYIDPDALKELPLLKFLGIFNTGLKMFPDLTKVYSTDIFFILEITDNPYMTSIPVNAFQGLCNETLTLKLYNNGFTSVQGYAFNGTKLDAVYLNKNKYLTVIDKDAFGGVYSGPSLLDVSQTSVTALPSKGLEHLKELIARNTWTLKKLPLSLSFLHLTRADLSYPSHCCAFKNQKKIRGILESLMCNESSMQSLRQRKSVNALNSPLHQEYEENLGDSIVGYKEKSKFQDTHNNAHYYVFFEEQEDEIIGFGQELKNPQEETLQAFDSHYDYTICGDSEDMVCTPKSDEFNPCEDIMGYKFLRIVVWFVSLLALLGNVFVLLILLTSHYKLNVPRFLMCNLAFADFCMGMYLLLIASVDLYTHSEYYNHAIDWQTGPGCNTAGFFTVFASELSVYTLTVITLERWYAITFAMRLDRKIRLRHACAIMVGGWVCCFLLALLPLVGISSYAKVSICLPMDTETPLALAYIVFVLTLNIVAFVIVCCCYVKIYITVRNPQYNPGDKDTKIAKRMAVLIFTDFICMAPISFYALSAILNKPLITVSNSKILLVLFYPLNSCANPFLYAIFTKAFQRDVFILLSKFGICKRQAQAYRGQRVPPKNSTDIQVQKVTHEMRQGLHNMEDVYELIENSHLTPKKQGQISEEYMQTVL
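TSHR-expressing cells, 200/well, pre-treated with compound, then stimulated with EC80 TSH (4nM final) for 2 hours at 37 deg C. cAMP measured by competitive HTRF: anti-cAMP cryptate antibody in lysis buffer plus cAMP-d2, read after 30 minutes at room temperature.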
* = called active by the depositor; ? = inconclusive; nt = no result given; [ ] = dose if it differs, or a comment. Unless noted, calls come from the whole dose curve; as a rule, active = well fitted curve in the direction sought with a large enough effect; inconclusive = small, poorly fitted or top-dose-only effect, or another doubt; inactive = no such curve, though single readings can be large; an effect the other way counts as inactive or inconclusive.

SMILES | BCR signal inh | S-ASM inh | Integrin act MD | Tb PFK block | Mito fusion act | A-T KAP1 phos | TCR activator | Eya2 phos inh | ELG1 repair inh | PTAP TSG101 blk | TSHR antag
CCOc1cccc(-c2nnc(SCC(=O)NC3CC3)n2C)c1 | -2.3% | 2.2% | ? | 2.4% | 1.9% | 3.4% | 0.7% | 2.9% | 11.3% | -5.6% | 9.3
C=CCOc1ccc(C(=O)c2ccccc2)c(OCC(=O)NC2(C#N)CCCC2)c1 | ? | -4.4% | -14.0% | 1.3% | 26.1% | 10.8% | 4.9% | 0.4% | ? | -3.0% | -0.4
Cc1nc(-c2coc3cc(O)c(C)cc3c2=O)cs1 | ? | 27.7% | 4.0% | -7.8% | 1.6% | -0.1% | 0.2% | -17.3% | ? | -1.0% | -13.3
COc1ccc2c(c1)nc(NCCO)n2C | 4.4% | 1.6% | 13.3% | 1.3% | 5.1% | -1.5% | -0.7%[46.1 µM] | 5.2% | 17.5% | -2.2% | -9.7
CCc1ccc(NC(=S)Nc2cc(C(=O)O)ccc2N2CC3CC(C2)c2cccc(=O)n2C3)cc1 (stereo not given) | 0.6% | -4.6% | -5.0% | -1.2% | 28.0% | -2.6% | -9.5% | -18.4% | ? | -1.9% | 38.6
Cc1ccc(-n2c(-c3ccc(Br)cc3)c[n+]3c2CCc2ccc4cccnc4c2-3)cc1 | ? | -20.0% | -64.1%[inhibitor] | 5.5% | -23.2% | -3.0% | -3.0% | -11.3% | ? | 0.1% | ?
Cc1ccc(CN2C(=O)c3ccccc3C2C(=O)NCC2CCCO2)cc1 (stereo not given) | 3.1% | -2.0% | -10.2% | 5.1% | -1.6% | -5.7% | 2.7% | -22.8% | -0.2% | -5.3% | 6.7
CC(=O)c1ccc(NC(=O)CSCCO)cc1 | ? | 1.3% | -1.3% | 19.7% | -10.1% | -4.2% | -0.7% | 1.6% | ? | -6.1% | 7.8
CCOC(=O)c1cc(-c2cccnc2)nn1-c1ccccn1 | ? | 4.0% | 18.9% | 2.1% | -3.4% | nt | 1.6% | 8.9% | -4.5% | -5.3% | 7.7
CC(=O)C1=C(O)C(=O)N(c2ccc(O)cc2)C1c1ccccc1 (stereo not given) | 0.6% | 1.7% | -4.6% | -1.9% | -1.2% | -6.8% | -4.6% | 4.5% | 13.8% | -4.2% | 3.8
O=C(Nc1cccc([N+](=O)[O-])c1)c1ccc(N2CCCC2=O)cc1 | 0.1% | -0.9% | -17.6% | 0.0% | -10.4% | 3.1% | -2.6% | -16.8% | 10.9% | -6.4% | -0.6
O=C(CCNC(=O)c1ccc([N+](=O)[O-])cc1)Nc1cccc(S(=O)(=O)N2CCCCCC2)c1 | -3.6% | -4.3% | 13.2% | 8.3% | 0.9% | 1.0% | -1.3% | -6.1% | ? | -1.8% | -12.0
c1ccc(Nc2nc(N3CCCC3)nc(N3CCCC3)n2)cc1 | ? | -9.5% | -9.8% | 2.9% | 8.0% | nt | -1.0% | -2.8% | ? | -2.6% | 13.5
Cc1ccc2c(c1)nnn2C1CCN(S(=O)(=O)c2ccc(C(=O)N(C)C3CCCCC3)cc2)CC1 | 1.5% | -7.6% | 19.0% | 0.4% | -9.4% | -6.9% | -6.0% | 2.9% | ? | -8.2% | -8.1
S=C(NC1CCCC1)N1CCOCC1 | -3.5% | -1.6% | 14.7% | -0.2% | -6.7% | 2.8% | 1.2% | 12.6% | 6.3% | -3.4% | -8.0
O=C1C(NS(=O)(=O)c2cccs2)=C(N2CCOCC2)C(=O)c2ccccc21 | ? | -0.4% | -4.3% | -3.5% | -12.6% | 7.08µM* | 5.5% | -0.8% | -5.5% | 0.4% | 9.9
CCOc1ccccc1-c1cc(-c2n[nH]c(=S)n2CC)c2ccccc2n1 | -6.3% | 9.3% | 2.8% | -2.4% | 9.8% | 20.1% | 1.8%[46.1 µM] | 9.2% | ? | -0.8% | -10.8
CCn1c(O)c(C2=c3ccccc3=NC2=O)c2cc(Br)ccc21 | 5.8% | -4.6% | -26.1% | -1.1% | -5.3% | -2.9% | 4.3% | -3.0% | ? | -0.3% | -1.3
CC(=O)c1ccc(NC(=S)NC(=O)/C=C/c2ccccc2)cc1 | 10.3% | -0.8% | -4.7% | -20.1% | 1.2% | -7.7% | 8.2% | -12.9% | ? | 0.0% | 19.8
Cc1ccc2nc(SCC(=O)N3CCN(c4ccccc4)CC3)nc(=O)n2c1 | 0.2% | -2.4% | 18.9% | -2.5% | 0.7% | -3.0% | -3.6% | 11.5% | -21.1% | -4.9% | 16.3
CC(C)(C)[C@H]1COC(=O)[C@@H](NC(=O)OCC2c3ccccc3-c3ccccc32)C/C=C\C[C@@H](CC(=O)N[C@@H](CO)Cc2ccccc2)C(=O)N1 | -0.3% | -4.8% | -1.9% | 0.9% | nt | -0.4% | 9.9% | -0.3% | -15.0% | 0.6% | -7.5
CC(C)c1ccc(N(CC(=O)NCCSCc2ccco2)S(C)(=O)=O)cc1 | ? | -1.3% | -15.6% | 2.2% | 10.5% | 2.6% | -1.6% | 3.1% | -5.6% | -0.1% | -2.5
CCOC(=O)C(C)Oc1ccc(NC(=O)C(Cl)(Cl)Cl)cc1 (stereo not given) | 2.0% | -3.2% | 3.4% | 3.1% | 3.6% | 19.3% | -2.0% | -1.9% | 3.3% | 1.4% | -1.8
CCCC1CC(CCc2ccccc2)OS(=O)(=O)N1 (stereo not given) | 0.3% | -8.1% | -9.1% | 1.4% | -5.8% | 3.6% | -6.3% | -6.9% | -6.3% | -3.1% | -2.7
CCOC(=O)Cn1c(-c2cccnc2Cl)nc2ccccc21 | 14.9% | -1.3% | 4.5% | 4.5% | 4.2% | -3.4% | 2.1% | -31.0% | -5.8% | -2.5% | 13.9
New compounds follow.
SMILES | BCR signal inh | S-ASM inh | Integrin act MD | Tb PFK block | Mito fusion act | A-T KAP1 phos | TCR activator | Eya2 phos inh | ELG1 repair inh | PTAP TSG101 blk | TSHR antag
COc1cc(/C=N\NS(=O)(=O)c2ccccc2)cc(OC)c1OC | -14.2% | 1.7% | -8.9% | 2.7% | 0.4% | -3.4% | nt | 3.7% | 8.5% | -6.6% | 2.9
CCOCCCN(C)C1CCN(C(=O)c2oc3ccccc3c2NC(=O)c2ccc(F)cc2)CC1 | 2.7% | 1.9% | -48.2%[inhibitor] | 1.0% | -4.4% | 12.0% | 7.4% | 7.2% | 1.4% | -5.1% | -13.0
CN(C)c1ccc(NS(=O)(=O)c2cccc(Cl)c2)cc1 | 7.1% | 0.5% | -0.2% | 5.9% | 4.6% | -3.8% | 4.8%[46.1 µM] | -3.4% | 11.5% | -2.1% | -8.2
COc1ccc2cc(-c3ccon3)ccc2c1 | ? | -1.0% | ? | 0.5% | -1.4% | -4.5% | -4.9% | 7.7% | ? | -0.1% | -7.6
COc1ccc(C(=O)N/C(=C\c2ccc(SC)cc2)C(=O)NCCCn2ccnc2)cc1OC | -3.3% | -0.5% | -5.0% | 0.3% | nt | 1.8% | -3.3% | -22.8% | 30.7% | -1.7% | -2.0
Cc1cccc2nc3ccccc3nc12 | 2.0% | -0.7% | 11.2% | -0.2% | -4.5% | -0.8% | 3.8% | 6.7% | -3.7% | -6.0% | -3.3
O=C(CSc1nnc(CNC(=O)c2ccccc2)o1)c1ccc(Cl)cc1 | 7.5% | -2.9% | -11.4% | -0.5% | 3.5% | 6.4% | -2.8% | 4.4% | -5.9% | -4.3% | -8.0
COC(=O)[C@@]1(C)[C@H]2C(=O)N(Cc3ccccc3)C(=O)[C@H]2[C@H]2CN=C(SCC3CC3)N21 | ? | 4.5% | -5.8% | -3.8% | nt | 12.9% | -3.4%[46.1 µM] | 4.6% | 6.0% | -3.2% | 2.3
